N370S GC = inhibitors or activators of N370S glucocerebrosidase for Gaucher disease; Potency, µM (highest dose often 59.4 µM), without a hit: at the highest dose activity change, negative = inhibition, most hits filed as inhibitors; N370S GC spleen homogenate, 4MU-glucoside fluorescence; P04062; 330,000 tested, 0.092% active; AID 2101;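 further: 0% = full enzyme activity and -100% = no enzyme basal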
DT40 TDP1 no CPT = qHTS for Inhibitors of human tyrosyl-DNA phosphodiesterase 1 (TDP1): qHTS in cells in absence of CPT | DT40 Tdp1-/- hTDP1 cells, no CPT, ATP luminescence, 48 h | 420,000 tested, 15% active | Potency, µM (series often up to 46.2 µM), for the others: top-dose activity change, negative = growth inhibition, hits mostly inhibitors; further: nearly all actives have a fitted effect of over 55% in size
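DT40 Tdp1-/-;hTDP1 cells, no CPT (DMSO vehicle only), 400 cells/well; compounds pin-transferred; ≥48 hr, 37 °C; CellTiter-Glo 30 min RT dark, luminescence read.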
TDP1 block = inhibitors of human tyrosyl-DNA phosphodiesterase TDP1. recombinant TDP1, AlphaScreen DNA substrate cleavage. Potency, µM (series often up to 130 µM), for the others: at the top dose activity change, negative = inhibition, usual class: inhibitors. Q9NUW8. 350,000 tested, 0.28% active; further: nearly all actives have a fitted effect of over 40% in size
Target sequence (Q9NUW8 whole entry, looked up): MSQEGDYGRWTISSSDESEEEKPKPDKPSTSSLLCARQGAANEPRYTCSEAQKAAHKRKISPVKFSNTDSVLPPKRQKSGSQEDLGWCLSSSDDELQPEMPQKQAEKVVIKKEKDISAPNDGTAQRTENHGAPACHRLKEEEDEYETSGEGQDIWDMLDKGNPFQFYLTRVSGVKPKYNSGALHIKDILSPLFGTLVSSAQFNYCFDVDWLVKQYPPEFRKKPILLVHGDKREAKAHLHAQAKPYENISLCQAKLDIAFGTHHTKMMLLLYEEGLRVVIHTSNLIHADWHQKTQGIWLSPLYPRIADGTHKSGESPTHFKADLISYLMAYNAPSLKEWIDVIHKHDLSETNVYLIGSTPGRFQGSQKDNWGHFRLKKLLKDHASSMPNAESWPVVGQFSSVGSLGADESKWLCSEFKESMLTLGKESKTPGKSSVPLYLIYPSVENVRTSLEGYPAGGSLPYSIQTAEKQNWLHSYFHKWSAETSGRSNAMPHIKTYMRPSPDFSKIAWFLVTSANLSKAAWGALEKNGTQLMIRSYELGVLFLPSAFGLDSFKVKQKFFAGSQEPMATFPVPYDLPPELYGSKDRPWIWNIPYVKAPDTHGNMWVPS
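Compounds were preincubated with Tdp1 (1 nM final) for 15 min at room temperature before substrate (15 nM final) started a 5 min reaction; beads (10 ug/ml final) were then added for 10 min before AlphaScreen detection.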
* marks the source's active call; other numbers are inactive results; u = inconclusive; x = no result given; ! = a repeat was not active; [ ] = remark or other dose. The call rests on the fitted dose curve; in most records, active means well fitted curve in the direction sought with a large enough effect; inconclusive means small, poorly fitted or top-dose-only effect, or another doubt; inactive means no such curve, though single readings can be large; an effect the other way counts as inactive or inconclusive. Unless noted, on the % scale 0 is the no-effect control and ±100 the full control effect; potency means the concentration at half of the fitted maximal effect. Only part of the results is shown, so the mix of outcomes need not match the whole.

SMILES	N370S GC	DT40 TDP1 no CPT	TDP1 block
COc1ccc(/C=C/C(=O)O)cc1S(=O)(=O)N1CCc2ccccc2C1	5%	-14%	2%
CSc1cccc(NC(=S)Nc2cc(C)ccc2C)c1	6%	-16%	5%
O=C(O)c1cccc(NC(=O)c2ccccc2NC(=O)c2cccc([N+](=O)[O-])c2)c1	6%	2%	5%
O=C(O)/C=C/C(=O)NC1CCS(=O)(=O)C1 (stereo not drawn)	8%	-25%	6%
CCOC(=O)NN1C(=O)c2ccccc2NC1c1cccnc1 (stereo not drawn)	2%	19%	4%
Cc1noc(C)c1C(=O)OC(C)C(=O)Nc1ccc(C(N)=O)cc1 (stereo not drawn)	x	6%	0%
COc1ccc(CCNC(=O)CCNS(=O)(=O)c2cccc3nsnc23)cc1OC	-2%	-3%	0%
O=C(CCC(=O)NCc1ccccc1)NCc1ccccc1	-17%	-4%	x
Cc1cccc(NC(=O)CCNS(=O)(=O)c2cccc3nonc23)c1C	-3%	1%	2%
COCCn1c(=O)c(-c2cc(F)cc(F)c2)nc2cnc(OC)nc21	14%	-9%	x
Cc1nn2c(-c3ccco3)ccnc2c1-c1ccc(Cl)cc1	x	u	6%
Cc1cc(OCCCCCn2ccnc2)cc(C)c1Cl	4%	13µM*	-2%
CCOc1ccccc1Nc1nnc(SCc2nnc(-c3cc(OC)c(OC)c(OC)c3)o2)s1	4%	13µM*	5%
COCCn1c(=O)c2c(nc3n2CC(C)CN3CCc2ccccc2)n(C)c1=O (stereo not drawn)	-6%	u	8%
COc1ccc(C2CC(=O)C=C(NCCC(C)C)C2)cc1 (stereo not drawn)	4%	15µM*	2%
OCC1OC(/C=C\c2ccccc2)C=CC1Oc1ccc2c(c1)OCO2 (stereo not drawn)	-1%[12.8 µM]	x	11%[21 µM]
O=C(O)CSc1nc(-c2ccccc2)cc(=O)[nH]1	7%	0%	-1%
COc1cccc(C(=O)NCc2nc(-c3ccccc3)no2)c1OC	x	u	4%
CCOC(=O)/C(=N\Nc1cc(C(F)(F)F)ccc1Cl)N(CC)CC	10%	-12%	3%
CCOCCCNc1nc(C(F)(F)F)nc2c1nnn2Cc1ccccc1Cl	-4%	15µM*	x

Overlap with the part before: seven compounds, followed by the next part.
SMILES	N370S GC	DT40 TDP1 no CPT	TDP1 block
COCCn1c(=O)c2c(nc3n2CC(C)CN3CCc2ccccc2)n(C)c1=O (stereo not drawn)	-6%	u	8%
COc1ccc(C2CC(=O)C=C(NCCC(C)C)C2)cc1 (stereo not drawn)	4%	15µM*	2%
OCC1OC(/C=C\c2ccccc2)C=CC1Oc1ccc2c(c1)OCO2 (stereo not drawn)	-1%[12.8 µM]	x	11%[21 µM]
O=C(O)CSc1nc(-c2ccccc2)cc(=O)[nH]1	7%	0%	-1%
COc1cccc(C(=O)NCc2nc(-c3ccccc3)no2)c1OC	x	u	4%
CCOC(=O)/C(=N\Nc1cc(C(F)(F)F)ccc1Cl)N(CC)CC	10%	-12%	3%
CCOCCCNc1nc(C(F)(F)F)nc2c1nnn2Cc1ccccc1Cl	-4%	15µM*	x
N#Cc1c(NC(=O)c2ccc(N3CCOCC3)c([N+](=O)[O-])c2)sc2c1CCCC2	3%	6.5µM*	-3%
O=C(NCc1ccco1)Nc1cccc([N+](=O)[O-])c1	-5%	-10%	x
CC[C@]1(c2ncc[nH]2)Cc2ccccc2O1	-6%	24µM*	5%
O=C(CSc1nc2[nH]ncc2c(=O)[nH]1)Nc1ccccc1	-2%	-6%	5%
COc1ccc(Br)cc1C(=O)Nc1ccc(NC(=O)c2ccco2)cc1	-7%	-11%	6%
CCCCOc1ccc(Cc2cnc(N)nc2N)cc1	-8%	u	3%
O=C(COC(=O)CCNS(=O)(=O)c1ccccc1)NC(=O)Cc1ccccc1	x	20%	0%
CC(=O)c1sc(NC(=O)COc2ccc(Cl)cc2Cl)nc1C	8%	-2%	-8%
CN(C)S(=O)(=O)c1ccc(NS(=O)(=O)/C=C/c2ccccc2)cc1	-4%	-3%	5%
Cc1ccc(-n2nc(C(=O)O)cc2-c2ccc(Cl)cc2)cc1	-2%	4%	0%
OC(CN1CCCCC1)CN(c1ccccc1)c1ccccc1 (stereo not drawn)	-25%	26µM*	5%
CCOC(=O)c1sc(NC(=O)CN2C(=O)C3CC=CCC3C2=O)nc1C (stereo not drawn)	x	3%	-1%
CCN(CC(=O)Nc1ccccc1OC)C(=O)CC1CCCC1	x	19%	-1%
COc1ccc(N2CCC(CNC(=S)Nc3cccc(OC)c3)C2)cc1 (stereo not drawn)	0%	x	9%
Cc1ccc(S(=O)(=O)N2CCOCC2)cc1NC(=O)CNCc1ccc(Cl)cc1Cl	x	16µM*	2%
CCN(C(=O)CSc1nnc(-c2ccncc2)o1)c1ccccc1	-3%	-1%	4%
COC(=O)c1ccc(-c2ccc(CNCC(O)c3ccccc3)o2)cc1 (stereo not drawn)	1%	u	7%
Cn1cccc1C(=O)NC(=O)COC(=O)c1ccc(O)cc1	15%	0%	1%
COc1nccnc1NS(=O)(=O)c1ccc(NC(=O)c2ccc(F)cc2)cc1	-3%	0%	x
CC(=O)N1CCN(C(=O)c2cc(-c3cccc4ccccc34)nc3ccccc23)CC1	-4%	16µM*	6%
COc1ccc(C(=O)N/C(=C/c2ccc(Cl)cc2)C(=O)Nc2ccc(C(=O)O)cc2)cc1	2%	7%	3%
O=C(Cc1ccccc1)Nc1cc([N+](=O)[O-])ccc1N1CCOCC1	-12%	-12%	5%
CCn1c(NC(=O)c2nn(C)cc2Br)nc2ccccc21	8%	u	6%
CC(C)C[C@H](CO)N(Cc1ccccc1)S(=O)(=O)N(Cc1ccccc1)[C@@H](CO)CC(C)C	x	12µM*!	0%
CCn1nnnc1-c1ccc(OC)c(S(=O)(=O)Nc2ccc(C)c(C)c2)c1	4%	-29%	5%
COc1cccc(C2=NN(C(=O)c3ccc(C)o3)C(O)(C(F)(F)F)C2)c1 (stereo not drawn)	5%	10µM*	-3%
Cc1nnc(SCc2cc(=O)[nH]c(=S)[nH]2)s1	-22%	11%	6%
CCn1c(SCC(=O)NC2CCCc3ccccc32)nnc1-c1cccs1 (stereo not drawn)	2%	u	1%
Cc1sc2c(c1C)c(=O)n(-c1ccc(Cl)cc1)c(=O)n2Cc1cc(=O)n2cc(Br)ccc2n1	x	-4%	-3%
CCOc1ccc(NC(=O)c2c(NC(=O)CN3CCCC3)sc3c2CCC3)cc1	2%	12µM*	5%
Cc1ccc2c(c1)C(O)(CC(=O)c1cccnc1)C(=O)N2 (stereo not drawn)	1%	-24%	0%
CN(C(=O)c1ccc(NC(=O)C2CC=CCC2C(=O)O)cc1)c1ccccc1 (stereo not drawn)	1%	-12%	7%
O=C(COC(=O)c1nc(Cl)ccc1Cl)NNC(=O)c1cccs1	-4%	3%	x
CCOCCn1c(N2CCN(c3ccc(OC)cc3)CC2)nc2c1c(=O)n(C)c(=O)n2C	-8%	u	-2%
O=C(CC1(O)C(=O)Nc2cc(Cl)cc(Cl)c21)c1ccccc1O (stereo not drawn)	-23%	u	-1%
Cc1c(Cl)cccc1NC(=O)Nc1cc(C(C)(C)C)on1	7%	15µM*	x
CCOC(=O)/C=C1\SCC(=O)N1CC(=O)NC(c1ccccc1)c1ccccc1	-1%	u	5%
C/C(=N\NC(=O)c1cccc2ccccc12)c1ccccn1	-1%	1.5µM*	4%
O=C(Sc1nnc(-c2ccccc2)o1)N1c2ccccc2Sc2ccccc21	1%	18µM*	15%[56.1 µM]
CCc1cc2c(-c3ccccc3)cc(=O)oc2cc1OCC(=O)NCC1CCC(C(=O)O)CC1 (stereo not drawn)	-2%	-5%	x
COC(=O)c1cc(S(=O)(=O)NCc2ccc(F)cc2)cn1C	4%	-5%	x
Cn1c(CC(=O)Nc2ccc(Cl)c(Cl)c2)n[nH]c1=S	-12%	-17%	3%
COc1ccccc1N1CCN(c2nc3ccccn3c(=O)c2C=O)CC1	1%	u	0%
CC(C)(C)S(=O)(=O)c1cnc(N2CCCC2)nc1N	-2%	-18%	0%
COc1ccc(C/C(C)=N/NC(=O)C2COc3ccccc3O2)cc1 (stereo not drawn)	4%	-6%	5%
Cc1ccccc1-n1nnnc1Sc1nnnn1-c1ccccc1	14%	8.2µM*	3%
COc1ccc(-c2nn(-c3ccccc3)cc2/C=C/C(=O)OCC(=O)Nc2cccc(C#N)c2)cc1	5%	u	-5%
CCOc1ccccc1-n1nnnc1SCc1nc2ccccc2s1	17%	u	1%
CCN(CC)c1ccc(NC(=O)Cn2cc3c(n2)CCC(C)C3)c(C)c1 (stereo not drawn)	-15%	u	3%
O=C(O)Cc1sc(-c2cccnc2)nc1-c1ccc(Br)cc1	-1%	-24%	2%
O=C(NCC1CC1)Nc1cccc(C(F)(F)F)c1	-10%	-29%	x
CC1CCN(C(=O)c2ccc(N3CCOCC3)c([N+](=O)[O-])c2)CC1	x	u	2%
Cn1c(=O)c2c(nc(NCCNC(=O)c3ccco3)n2Cc2ccccc2F)n(C)c1=O	-3%	18µM*	2%[0.0935 µM]
O=C(O)c1ccc(NC(=O)c2ccco2)c(NC(=O)c2ccco2)c1	-10%	-4%	3%[0.0935 µM]
COCCCNc1ccc([N+](=O)[O-])cc1C(=O)Nc1cccc(C)n1	-7%	-19%	3%
O=c1c2ccccc2nc(SCc2ccccc2)n1CC1CCCO1 (stereo not drawn)	u	u	-4%
CCCSc1ncc(Cl)c(C(=O)Nc2c(C(=O)c3ccc(F)cc3)oc3ccccc23)n1	x	-6%	4%
O=C(CSc1nnc2ccc3ccccc3n12)N1CCOCC1	25%	-9%	6%
O=S1(=O)CC2SC(=S)N(c3ccccc3)C2C1 (stereo not drawn)	-1%	-14%	x
COC(=O)c1cccc(CSc2nc3ccccc3[nH]2)c1	-1%	16µM*	1%

Going on with the list:
SMILES	N370S GC	DT40 TDP1 no CPT	TDP1 block
O=C(NCCc1c[nH]c2ccccc12)C1CCN(c2nnc(N3CCCC3=O)s2)CC1	-2%	u	-2%
Cc1ccc(NC(=O)CCn2nnc3ccccc32)cc1	0%	-20%	-1%
Cc1ccc(N)cc1-n1c(C)ccc1C	-5%	-17%	7%
Cc1ccc(O)c(NC(=O)c2noc(C(C)C)c2[N+](=O)[O-])c1	-8%	u	1%
COc1ccc(Cc2c(N)nc(C)nc2N)cc1	9%	-4%	6%
CCOc1ccc(/C(CCC(=O)O)=N/NC(=S)NC(C)C)cc1	-4%	u	6%
O=C(Nc1ccc(N2CCN(C(=O)c3ccco3)CC2)cc1)c1ccccc1Br	-18%	u	3%
CCc1ccc(C2C(C(=O)Nc3ccc(Cl)cc3)=C(C)Nc3ncnn32)cc1 (stereo not drawn)	x	-18%	1%
CCCCN(c1ccccc1)S(=O)(=O)c1cc2c3c(c1)C(C)C(=O)N3CCC2 (stereo not drawn)	x	29µM*	-8%
COc1cc(C2c3[nH]c4ccccc4c3CCN2Cc2cn(C)nc2C)ccc1F (stereo not drawn)	4%	u	x
CCCCN(CC)C(=O)CSc1nc2ccccc2c(=O)n1Cc1ccco1	x	u	6%
Fc1cc(F)c(NC(=S)N2CCOCC2)c(F)c1	-18%	-8%	x
COc1ccccc1CCNS(=O)(=O)c1ccc(C(=O)O)n1C	3%	-3%	7%
O=C(NC(=O)N1CCOCC1)c1ccccc1	9%	0%	-5%
CCCCN(C(=O)c1ccc([N+](=O)[O-])o1)c1c(N)n(CCCC)c(=O)[nH]c1=O	-1%	-17%	0%[0.505 µM]
C/C(=N\NC(=S)NC1CCCCC1)c1ccc(C#N)cc1	-2%	u	2%
Cc1ccc(CCNC(=O)c2cc3c(s2)-c2ccccc2OC3)cc1	x	u	40µM*
COCCCn1c(SCc2cccc(OC)c2)nc2cc(OC)c(OC)cc2c1=N	-4%	16µM*	9%
Cc1ccc2c(c1)CCCN2C(=O)Nc1ccc2c(c1)OCO2	-4%	u	11%
CCOc1ccc2nc(/N=C/c3nc(-c4ccc(Br)cc4)oc3O)sc2c1	2%	u	2%
O=C(CCN1C(=O)c2cccc([N+](=O)[O-])c2C1=O)NC1CCCCCC1	x	-4%	1%
CCCc1cc(=O)[nH]c(SCC(=O)NCCN2C(=O)CSC2=O)n1	x	5%	2%
CCCCc1ccc(NC(=S)N2CCN(C(=O)c3ccco3)CC2)cc1	-11%	-29%	3%

In the list so far, these contain bromine:
SMILES	N370S GC	DT40 TDP1 no CPT	TDP1 block
COc1ccc(Br)cc1C(=O)Nc1ccc(NC(=O)c2ccco2)cc1	-7%	-11%	6%
CCn1c(NC(=O)c2nn(C)cc2Br)nc2ccccc21	8%	u	6%
Cc1sc2c(c1C)c(=O)n(-c1ccc(Cl)cc1)c(=O)n2Cc1cc(=O)n2cc(Br)ccc2n1	x	-4%	-3%
O=C(O)Cc1sc(-c2cccnc2)nc1-c1ccc(Br)cc1	-1%	-24%	2%
O=C(Nc1ccc(N2CCN(C(=O)c3ccco3)CC2)cc1)c1ccccc1Br	-18%	u	3%
CCOc1ccc2nc(/N=C/c3nc(-c4ccc(Br)cc4)oc3O)sc2c1	2%	u	2%

High-throughput results (PubChem)
